HCV inh: blocks hepatitis C virus | Potency, µM (series often up to 41.8 µM), for the others: top-dose activity change, negative = inhibition, actives largely listed as inhibitors | 340,000 tested, 3.4% active | Huh7.5.1 HCVcc-Cre infection, luciferase reporter, 44 h | AID 651820; also: potency is read from the fitted curve at half-maximal effect
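Antiviral activity was scored by luciferase reporter output from cells infected with HCVcc-Cre (~0.5 moi) in presence of compound, 44 h infection period, cells seeded 1,000/well 4 h prior.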
AMA1 RON2 block: AMA1-RON2 (P. falciparum) interaction inhibition; AlphaScreen AMA1-biotinylated RON2 peptide binding; Potency, µM (doses to about 58.2 µM), without a hit: at the top dose activity change, negative = inhibition, most hits filed as inhibitors; 360,000 tested, 0.2% active;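 also: potency is read from the fitted curve at half-maximal effect; 0% = vehicle wells and -100% = peptide control; nearly all actives have a fitted effect of over 45% in size; some results filed as inactive show a strong effect at the top dose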
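AMA1 (3D7) with his tag at 25 nM final met compounds first, then biotinylated RON2 peptide at 25 nM; detection used donor plus acceptor beads, 10 µg/mL apiece, read by AlphaScreen after 30 min at room temperature.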
LmPK inh: inhibitors of Leishmania mexicana pyruvate kinase | Potency, µM (titrated, usually from 57.5 µM), for inactives: top-dose activity change, negative = inhibition, most hits filed as inhibitors | AID 1721 | purified LmPK, Kinase-Glo ATP luminescence, 1 h | 290,000 tested, 0.37% active; also: potency is read from the fitted curve at half-maximal effect
Target sequence (Q27686 whole entry, looked up): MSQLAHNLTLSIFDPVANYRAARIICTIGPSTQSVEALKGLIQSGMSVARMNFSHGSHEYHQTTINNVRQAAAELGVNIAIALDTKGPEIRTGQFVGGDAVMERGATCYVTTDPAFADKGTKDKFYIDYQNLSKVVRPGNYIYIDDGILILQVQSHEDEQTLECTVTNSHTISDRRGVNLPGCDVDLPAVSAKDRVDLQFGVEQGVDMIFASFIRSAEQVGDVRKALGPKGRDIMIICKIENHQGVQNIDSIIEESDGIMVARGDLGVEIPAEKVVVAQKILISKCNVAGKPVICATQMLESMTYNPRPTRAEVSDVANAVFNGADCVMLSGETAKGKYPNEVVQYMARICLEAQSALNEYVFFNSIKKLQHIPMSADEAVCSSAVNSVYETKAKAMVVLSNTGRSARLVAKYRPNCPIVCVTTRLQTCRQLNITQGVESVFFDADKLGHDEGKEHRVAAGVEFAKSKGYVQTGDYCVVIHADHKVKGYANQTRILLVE
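Screened at intermediate enzyme activity to detect both inhibitors and activators: LmPK at 0.1 nM, with a 0.5 nM enzyme column as activation reference. PEP 0.5 mM, ADP 0.1 mM; ATP detected by luminescence after 1 h.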
Tb PYK inh: T. brucei pyruvate kinase inhibition. 410,000 tested, 0.12% active. Q57TT1. TbPYK enzyme, Kinase-Glo Plus ATP luminescence, 45 min. Potency, µM (doses to about 76.8 µM), inactives show at the top dose activity, negative = inhibition, most hits filed as inhibitors; also: potency is read from the fitted curve at half-maximal effect; nearly all actives have a fitted effect of over 50% in size
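T. brucei PYK with substrate was exposed to pin-transferred compounds across a concentration series, then started with 130 uM ADP (final). After 45 min at room temperature, Kinase-Glo Plus luminescence was read, normalized and curve-fitted.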
HCMV antiviral: human cytomegalovirus inhibition; HFF cells, HCMV-luciferase reporter, 72 h; active compounds read low; activity change, negative = inhibition, % at 57.5 µM; 410,000 tested, 4.5% active; in the data active = activity change below about -60%; inconclusive = no clear call, values can overlap the other calls; inactive = above about -39%
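Human foreskin fibroblasts infected with luciferase-reporter HCMV at MOI 1 PFU/cell, compounds at two doses. Luciferase measured 72 h post infection; normalized to buffer-only basal and Salinomycin (10uM) controls.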
AmpC inh detg: AmpC beta-lactamase inhibition with detergent present; 370,000 tested, 0.041% active; P00811; AmpC hydrolysis of nitrocefin, absorbance 480 nm, 0.01% Triton; Potency, µM (doses to about 114 µM), inactives show at the top dose activity change, negative = inhibition, most hits filed as inhibitors;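 also: potency is read from the fitted curve at half-maximal effect; 0% = no-compound wells and -100% = no-enzyme wells; nearly all actives have a fitted effect of over 25% in size; some results filed as inactive show a strong effect at the top dose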
Target sequence (P00811 whole entry, looked up): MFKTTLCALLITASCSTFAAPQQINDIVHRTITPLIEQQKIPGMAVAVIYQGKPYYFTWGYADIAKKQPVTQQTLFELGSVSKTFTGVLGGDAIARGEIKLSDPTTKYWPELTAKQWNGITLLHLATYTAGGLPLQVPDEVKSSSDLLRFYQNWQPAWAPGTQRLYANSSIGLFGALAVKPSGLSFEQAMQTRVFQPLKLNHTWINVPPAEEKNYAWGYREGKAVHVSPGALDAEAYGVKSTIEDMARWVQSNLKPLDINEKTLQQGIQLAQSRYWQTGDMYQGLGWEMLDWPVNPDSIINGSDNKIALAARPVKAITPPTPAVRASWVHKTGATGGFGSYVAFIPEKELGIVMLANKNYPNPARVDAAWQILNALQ
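AmpC (5.3 nM in the dispensed reagent) in 20 mM phosphate pH 7.0 with 0.01% (detergent screen) or 0.0001% Triton X-100 was preincubated with compounds for 15 min at room temperature. Nitrocefin was then added from an 800 uM solution, and hydrolysis was followed at 480 nm.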
AmpC inh no detg: inhibitors of E. coli AmpC beta-lactamase without detergent; P00811; AmpC nitrocefin hydrolysis, absorbance 480 nm, 0.0001% Triton; Potency, µM (doses to about 57.1 µM), for the others: at the top dose activity change, negative = inhibition, hits mostly inhibitors; 330,000 tested, 0.52% active;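 also: potency is read from the fitted curve at half-maximal effect; plate controls were no compound for no effect and no enzyme for full effect; nearly all actives have a fitted effect of over 20% in size; some results filed as inactive show a strong effect at the top dose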
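20 mM phosphate pH 7.0 + 0.01% (detergent screen) or 0.0001% Triton X-100; 5.3 nM AmpC reagent; cpd preinc 15 min RT; nitrocefin (800 uM stock) to start; A480 q20 s × 4 min; Activity was normalised to no-enzyme and no-compound control wells.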
The depositor's hits bear a star; ? = inconclusive; nt = not tested or not shown; [ ] = dose if it differs, or a comment. Unless noted, calls follow the shape of the dose curve; as a rule, active = well fitted curve in the direction sought with a large enough effect; inconclusive = small, poorly fitted or top-dose-only effect, or another doubt; inactive = no such curve, though single readings can be large; an effect the other way counts as inactive or inconclusive. Unless noted, % is scaled to controls: 0 for no effect and ±100 for the full control effect.

SMILES	HCV inh	AMA1 RON2 block	LmPK inh	Tb PYK inh	HCMV antiviral	AmpC inh detg	AmpC inh no detg
Cc1cc(N(CC(=O)NC(C)C)S(C)(=O)=O)ccc1Br	16.4%	-5.2%	3.4%	-15.2%	31.0	-9.1%	-13.4%
COCCN1C(=O)C(O)=C(C(C)=O)C1c1ccc(F)cc1 (stereo not drawn)	0.4%	-11.2%	-2.9%	2.8%	-7.0	7.5%	-8.3%
O=C(c1cc(COc2ccc3ncccc3c2)on1)N1CCCCCC1	?	7.9%	-2.4%	-1.0%	-36.7	-3.5%	24.8%
Cc1nn(C)c(N)c1C(O)(c1nccn1C)C(F)(F)F (stereo not drawn)	19.7%	17.6%	-3.0%	5.3%	-9.3	?	-13.3%
O=C(NNC(=S)NC(=O)c1cccnc1)c1ccc(Cl)cc1	?	90.9%[activator]	-1.9%	-17.9%	24.6	?	-34.4%
CCCC(C(=O)NC1CCCC1)N(CC1CCCO1)C(=O)c1snc(C(N)=O)c1N (stereo not drawn)	8.6%	4.9%	1.0%	-0.8%	13.9	?	-13.3%
CCOc1ncccc1C(=O)OCC(=O)Nc1cc(C)ccc1C	?	9.6%	0.6%	-2.1%	-19.0	?	-31.3%
O=C(NCC(=O)N1CCN(Cc2ccccc2)CC1)c1ccccc1Cl	nt	-1.5%	nt	4.6%	10.6	nt	nt
CC1CCN(C(=O)CSc2nnc(-c3ccccc3Cl)o2)CC1	nt	nt	nt	1.6%	12.9	17.8%	nt
CCOC(=O)c1c(NC(=O)COc2cccc(C)c2C)sc(C(C)=O)c1C	nt	nt	nt	1.4%	7.4	17.8%	nt
O=C1CC2(CCN(C(=O)c3ccccc3[N+](=O)[O-])CC2)Oc2ccccc21	31.6%[activator]	19.0%	nt	-8.0%	-1.7	-7.9%	-11.2%
O=C(Nc1sccc1C(=O)N1CCOCC1)c1cccnc1	3.2%	-0.6%	-1.0%	-9.3%	14.8	-6.9%	-0.7%
Cc1ccc(-c2cc(-c3ccc(C)cc3)[n+](-c3ccccc3)c(-c3ccc(C)cc3)c2)cc1	25.1µM*	-2.4%	nt	1.0%	nt	1.3%	50.2%
COc1ccc(CCC(=O)OCC(=O)c2c(N)n(CC(C)C)c(=O)n(C)c2=O)cc1	-29.2%	-8.4%	-9.9%	-11.8%	-9.8	-2.7%	316.8%[activator]
O=C(Nc1nncs1)C12CC3CC(CC(C3)C1)C2	18.1%	-4.1%	1.0%	5.4%	45.4	1.6%	-16.5%
O=C(CCn1nc(-c2ccccc2)c2ccccc2c1=O)NCC1CCCO1 (stereo not drawn)	8.9%	-10.0%	4.9%	1.7%	-13.1	1.9%	38.3%
COc1cc(C(=O)OC(C)C(=O)NC2CCCCC2C)c([N+](=O)[O-])cc1OC (stereo not drawn)	-0.8%	-12.5%	nt	0.7%	-38.1	-12.4%	26.3%
COc1ccccc1OCc1ccc(C(=O)NC(C)c2ccccc2)o1 (stereo not drawn)	7.08µM*	92.4%[activator]	-2.7%	-8.8%	26.2	-0.1%	1.4%
CN1CCN(CCC(=O)N/N=C/c2cc3c(cc2[N+](=O)[O-])OCO3)CC1	14.9%	4.6%	0.3%	2.7%	4.8	4.0%	2.7%
C[C@H]1CN([C@@H](C)CO)C(=O)CCCn2cc(nn2)CO[C@@H]1CN(C)C(=O)Nc1ccc(-c2cccs2)cc1	nt	9.5%	nt	7.8%	-12.3	nt	nt
CCCc1nnc(NC(=O)C(CC)OC(=O)c2cc(C)nc3ccccc23)s1 (stereo not drawn)	8.7%	-16.9%	4.9%	10.3%	25.4	2.2%	10.1%
O=[N+]([O-])c1ccc2[nH]c(O)c(N=NC(=S)NCC3CCCO3)c2c1 (stereo not drawn)	-12.3%	51.7%[activator]	1.1%	-9.1%	39.7	0.0%	-20.3%
COc1ccc(NC(=S)NCc2ccc(F)cc2)c(OC)c1	-1.1%	-1.0%	-1.5%	-4.4%	-1.0	-11.0%	-25.3%
CCN(CC)CCNC(=O)/C(=C\c1cccn1C)NC(=O)c1cccs1	-14.9%	0.1%	0.1%	2.0%	-13.2	1.0%	-14.7%
COc1ccc(-c2nnc3n(CCc4ccccc4)c(=O)c4ccccc4n23)c(OC)c1	10.3%	13.8%[11.6 µM]	-2.4%	-2.4%	72.4	-4.4%	-9.5%
CCCN1C2CCCC1CC(NC(=O)c1ccccc1OCC)C2 (stereo not drawn)	-4.7%	3.5%	4.7%	6.3%	62.1	-12.7%	-13.2%
CC(NC(=O)c1ccco1)C(=O)OCC(=O)N1CCCCCC1 (stereo not drawn)	4.0%	-4.4%	nt	1.9%	1.5	3.7%	-7.9%
CCCn1c(N)c(N(CCOC)C(=O)COC(=O)c2ccccc2NCCO)c(=O)[nH]c1=O	19.8%	?	nt	-12.0%	-11.6	-15.1%	13.1%
Cn1cc(S(=O)(=O)N2CCc3ccccc32)cc1C(=O)NC(C)(C)C	?	-0.8%	-4.8%	-3.9%	-78.6*	-14.8%	17.3%
CCOC(=O)C1CCCN(c2c(NCCCN(CC)c3ccccc3)c(=O)c2=O)C1 (stereo not drawn)	-2.4%	3.5%	-1.6%	-5.3%	-22.0	1.9%	?
CCOc1cc(C(=O)NCC(c2ccc(N(C)C)cc2)N2CCOCC2)cc(OCC)c1OCC (stereo not drawn)	nt	nt	nt	-11.8%	-61.7*	8.2%	nt
O=c1[nH]c2nc(Cl)nc(Cl)c2[nH]1	5.7%	-14.9%	nt	-2.7%	-11.4	nt	nt
C[C@H](NC(=O)c1nc[nH]c1C(=O)N[C@@H](C)c1ccccc1)c1ccccc1	?	122.2%[activator]	nt	3.4%	-2.2	0.5%	11.6%
Cc1cccc(N2CCN(C(=O)c3cc4ccc5cccnc5c4[nH]3)CC2C)c1 (stereo not drawn)	nt	nt	nt	-0.1%	-107.8*	-4.4%	nt
O=C(COc1ncnc2c(Cl)cc(Cl)cc12)N1CCCCC1	-5.0%	7.6%	-1.4%	-7.7%	-19.1	-12.3%	3.4%
CCCCC(NC(=O)Cc1c(C)c2cc3c4c(oc3c(C)c2oc1=O)CCCC4)C(=O)O (stereo not drawn)	9.3%	4.7%	2.3%	-1.3%	-34.4	-10.5%	2.0%
CCc1ccc(-c2[nH]nc3nc(-c4ccc(OC)cc4)cc(C(=O)NCCCOC)c23)cc1	nt	nt	nt	7.1%	-11.3	0.9%	nt
O=C(CNC(=O)c1ccc(Cl)cc1)Nc1ccccc1C(F)(F)F	3.2%	-2.9%	2.0%	-1.2%	-28.0	2.5%	-2.1%
Cc1cc(S(=O)(=O)N2CCOCC2)ccc1OCC(=O)Nc1ccc(F)cc1F	10.6%	-6.3%	7.7%	5.7%	8.5	-7.0%	-6.6%
COc1ccc(NC(=S)N(CCO)Cc2ccccc2)cc1	nt	nt	13.8%	nt	nt	-12.3%	-26.9%

A second format for part of the listing above:
| SMILES | HCV inh | AMA1 RON2 block | LmPK inh | Tb PYK inh | HCMV antiviral | AmpC inh detg | AmpC inh no detg |
| --- | --- | --- | --- | --- | --- | --- | --- |
| O=[N+]([O-])c1ccc2[nH]c(O)c(N=NC(=S)NCC3CCCO3)c2c1 (stereo not drawn) | -12.3% | 51.7%[activator] | 1.1% | -9.1% | 39.7 | 0.0% | -20.3% |
| COc1ccc(NC(=S)NCc2ccc(F)cc2)c(OC)c1 | -1.1% | -1.0% | -1.5% | -4.4% | -1.0 | -11.0% | -25.3% |
| CCN(CC)CCNC(=O)/C(=C\c1cccn1C)NC(=O)c1cccs1 | -14.9% | 0.1% | 0.1% | 2.0% | -13.2 | 1.0% | -14.7% |
| COc1ccc(-c2nnc3n(CCc4ccccc4)c(=O)c4ccccc4n23)c(OC)c1 | 10.3% | 13.8%[11.6 µM] | -2.4% | -2.4% | 72.4 | -4.4% | -9.5% |
| CCCN1C2CCCC1CC(NC(=O)c1ccccc1OCC)C2 (stereo not drawn) | -4.7% | 3.5% | 4.7% | 6.3% | 62.1 | -12.7% | -13.2% |
| CC(NC(=O)c1ccco1)C(=O)OCC(=O)N1CCCCCC1 (stereo not drawn) | 4.0% | -4.4% | nt | 1.9% | 1.5 | 3.7% | -7.9% |

(listing goes on)
SMILES	HCV inh	AMA1 RON2 block	LmPK inh	Tb PYK inh	HCMV antiviral	AmpC inh detg	AmpC inh no detg
N#C/C(=C(/O)c1ccc2c(c1)OCO2)c1nc2cc(C(F)(F)F)ccc2s1	-17.1%	46.5%[activator]	8.8%	3.0%	?	-3.7%	-29.3%
Cc1onc(-c2ccccc2)c1C(=O)N1CCCCCC1	12.3%	-8.6%	-7.8%	-7.7%	-2.8	-0.1%	0.6%
COc1ccc(C/C(C)=N/NC(=O)c2cccnc2)cc1	1.8%	21.4%	-7.5%	2.2%	-1.5	-13.3%	-8.1%
CCCCCCCCN1C(=O)[C@H](CC(=O)N2CCN(C(=O)OCC)CC2)C[C@@]2(C(=O)OC)CCCCC=C12	nt	-2.8%	nt	-8.9%	0.7	nt	nt
CS(=O)(=O)N1CCN(C(=O)c2cc(-c3ccccc3)nc3ccccc23)CC1	-7.8%	24.8%	5.0%	0.2%	-13.1	?	31.4%
COc1cccc(NC(=O)c2ccccc2N2C(=O)C3C4C=CC(C4)C3C2=O)c1 (stereo not drawn)	34.3%[activator]	-0.3%	0.1%	6.5%	57.7	-5.1%	23.3%
O=C(OCCCN1CCCCC1)c1ccc(O)cc1	0.1%	4.0%	3.7%	-12.2%	16.0	-11.3%	-6.6%
Cc1csc2nc(COC(=O)c3ccccc3NC(=O)c3ccccc3Cl)cc(=O)n12	nt	nt	nt	-2.7%	?	-0.9%	nt
COc1ccc(CC(=O)Nc2c(C(=O)N3CCN(c4ncccn4)CC3)oc3ccccc23)cc1	-13.9%	-4.8%	0.4%	3.6%	?	2.7%	16.6%
CCOC(=O)C1CCCN(c2c(NCCCN(C)Cc3ccccc3)c(=O)c2=O)C1 (stereo not drawn)	nt	-2.8%	-2.6%	2.9%	0.9	-11.9%	-14.9%
Cc1ccc(NC(=S)N2CCC(N(C)CC3CCCO3)CC2)c(C)c1 (stereo not drawn)	9.7%	3.2%	6.6%	-0.8%	9.1	-2.1%	-34.6%
Cc1cc(=O)n2[nH]c(SCc3c(F)cccc3Cl)nc2n1	0.3%	29.9%	nt	1.0%	?	nt	nt
CCCOc1ccc(C(CC(=O)O)NC(=O)Cc2ccccc2)cc1 (stereo not drawn)	5.5%	13.2%	9.3%	-5.1%	-0.7	-7.3%	-13.6%
CCCCCN1C(C(=O)c2ccccc2)=C(NC(=O)c2ccc(OC)c(OC)c2)c2ccccc2S1(=O)=O	nt	nt	nt	0.8%	-39.0	35.2%[activator]	nt
O=[N+]([O-])c1ccc(NC(=S)N/C(=N/CS(=O)(=O)c2ccccc2)c2ccccc2)cc1	13.5%	-7.9%	0.3%	-4.5%	13.8	-1.9%	-7.4%

Compound activity deposited in PubChem by National Center for Advancing Translational Sciences (NCATS).
